Compound activity from PubChem.
Luc counter: blocks Kinase-Glo luciferase, a counter-screen artifact; Q27757; Kinase-Glo luciferase, ATP luminescence, 8 min; Potency, µM (series often up to 38.3 µM), inactives show top-dose activity change, negative = inhibition, most hits filed as inhibitors; 200,000 tested, 0.28% active; AID 1379; further: potency means the concentration at half of the fitted maximal effect; on the % scale 0 is the no-effect control and ±100 the full control effect; nearly all actives have a fitted effect of over 60% in size
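Compound is pinned into ATP-containing buffer (10 uM ATP, imidazole pH 7.2, 7 mM MgCl2). Kinase-Glo luciferase reagent is then added. Light output is recorded following an 8-min room-temperature incubation.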
NPSR antag: blocks cAMP signaling of the human neuropeptide S receptor; Potency, µM (titrated, usually from 38.3 µM), without a hit: top-dose activity change, negative = inhibition, actives largely listed as inhibitors; Q6W5P4; AID 1461; CHO-NPSR cells, cAMP TR-FRET, antagonist mode; 220,000 tested, 1% active; further: potency means the concentration at half of the fitted maximal effect; on the % scale 0 is the no-effect control and ±100 the full control effect; nearly all actives have a fitted effect of over 50% in size; many of its hits are not listed in these tables
IMPase Li inh: IMPase inhibition in cells with lithium potentiation; CHO-M1 cells, IP1 TR-FRET (IP-One), carbachol + lithium; Potency, µM (top dose mostly 59.4 µM), for inactives: at the top dose activity, negative = IMPase inhibition, hits mostly inhibitors; 210,000 tested, 0.35% active; AID 1457;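 further: IP1 builds up when IMPase is blocked and the TR-FRET signal falls; potency means the concentration at half of the fitted maximal effect; plate controls were basal vehicle for no effect and high inhibitor control for full effect; nearly all actives have a fitted effect of over 50% in size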
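IP1 accumulation measured by competitive TR-FRET in lysed CHO-M1 cells after 30 min compound exposure at 37C, with a small lithium addition to potentiate weak responses. Hill-equation AC50 from ratio and donor-channel data.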
HttQ103 aggreg: mutant huntingtin aggregation inhibition. PC12 HttQ103-GFP aggregates, Acumen cytometry, 40 h. 220,000 tested, 1.1% active. Potency, µM (highest dose often 46.1 µM), for inactives: top-dose activity change, negative = inhibition, usual class: inhibitors; further: potency means the concentration at half of the fitted maximal effect; on the % scale 0 is the no-effect control and ±100 the full control effect; nearly all actives have a fitted effect of over 60% in size
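PC12 cells with ecdysone-inducible HTT exon1 Q103-GFP, induced by 100 nM tebufenozide, given compounds in a concentration series. GFP aggregates (1–25 um, 6 SD above background) counted in lysates by laser-scanning cytometry, 488 nm excitation.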
CBFb-RUNX1 inh: inhibitors of human CBF-beta and RUNX1 interaction. Q01196+Q13951. AlphaScreen CBFb-His/RUNX1-biotin binding, biochemical. Potency, µM (doses to about 59.8 µM), without a hit: at the highest dose activity, negative = inhibition, hits mostly inhibitors. 230,000 tested, under 10 active. AID 1477; further: % of control where 0% means no effect
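Room-temperature protein-protein interaction test with 30 nM each of His-tagged CBF-beta and biotinylated RUNX1, 15 min with compound, then 90 min with nickel plus streptavidin beads. Signal read in AlphaScreen mode.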
L3MBTL1 inh: L3MBTL1 (human) inhibition. AlphaScreen L3MBTL1–H3K9me1 peptide binding. Potency, µM (highest dose often 57.1 µM), for inactives: at the top dose activity, negative = inhibition, usual class: inhibitors. Q9Y468. 230,000 tested, 0.66% active; further: potency means the concentration at half of the fitted maximal effect; on the % scale 0 is the no-effect control and ±100 the full control effect; nearly all actives have a fitted effect of over 60% in size
Target sequence (Q9Y468 whole entry, looked up): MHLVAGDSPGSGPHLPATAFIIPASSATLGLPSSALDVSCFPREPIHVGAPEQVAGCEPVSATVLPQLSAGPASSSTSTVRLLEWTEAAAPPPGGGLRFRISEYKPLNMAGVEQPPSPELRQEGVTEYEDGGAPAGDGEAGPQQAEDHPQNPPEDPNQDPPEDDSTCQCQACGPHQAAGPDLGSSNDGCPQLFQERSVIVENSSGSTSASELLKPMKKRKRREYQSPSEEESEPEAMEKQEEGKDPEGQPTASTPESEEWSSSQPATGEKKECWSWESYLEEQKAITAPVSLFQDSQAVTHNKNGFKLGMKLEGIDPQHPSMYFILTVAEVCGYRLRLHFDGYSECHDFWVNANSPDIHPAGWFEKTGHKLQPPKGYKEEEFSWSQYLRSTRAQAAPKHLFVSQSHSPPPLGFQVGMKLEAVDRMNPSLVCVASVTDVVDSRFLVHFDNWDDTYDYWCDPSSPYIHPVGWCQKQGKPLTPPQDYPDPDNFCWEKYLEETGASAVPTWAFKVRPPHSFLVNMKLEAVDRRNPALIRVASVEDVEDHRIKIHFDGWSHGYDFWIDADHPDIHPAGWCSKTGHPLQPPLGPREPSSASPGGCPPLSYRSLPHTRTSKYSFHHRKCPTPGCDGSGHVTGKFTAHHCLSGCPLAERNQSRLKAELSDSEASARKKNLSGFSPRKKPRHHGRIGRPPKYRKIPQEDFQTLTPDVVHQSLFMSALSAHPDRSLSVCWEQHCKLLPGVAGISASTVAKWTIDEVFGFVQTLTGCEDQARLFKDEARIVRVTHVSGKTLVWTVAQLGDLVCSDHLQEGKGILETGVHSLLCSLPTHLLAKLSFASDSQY
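Displacement of a biotinylated histone H3(1-15) peptide monomethylated at Lys9 (75 nM) from L3MBTL1 (50 nM) was measured by AlphaScreen after a 30 min room-temperature compound incubation; cefsulodin titration served as intraplate control.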
Epigenetic reg: regulators of epigenetic silencing causing reporter derepression in mouse cells; murine LDR cells, GFP reporter derepression, 30 h; Potency, µM (doses to about 53.9 µM), inactives show at the top dose GFP activation, hits mostly activators; 280,000 tested, 0.2% active; further: potency means the concentration at half of the fitted maximal effect; % of control where 0% means no effect; nearly all actives have a fitted effect of over 60% in size
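In this reporter-derepression format, murine cells bearing a silenced integrated CMV-GFP locus incubate with test compound (30 h, 37 C), then are washed and imaged; fluorescent objects of 20–120 um count as induced cells.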
Numbers without * were called inactive; u = inconclusive; x = not tested or not shown; [ ] = remark or other dose. The call rests on the fitted dose curve; in most records, active means well fitted curve in the direction sought with a large enough effect; inconclusive means small, poorly fitted or top-dose-only effect, or another doubt; inactive means no such curve, though single readings can be large; an effect the other way counts as inactive or inconclusive.

The first seven entries (preview)
| compound | Luc counter | NPSR antag | IMPase Li inh | HttQ103 aggreg | CBFb-RUNX1 inh | L3MBTL1 inh | Epigenetic reg |
| --- | --- | --- | --- | --- | --- | --- | --- |
| N/C(=N\OC(=O)Cc1ccc(-c2ccccc2)cc1)c1ccncc1 | -1% | 4% | 15% | -17% | u | 20% | -0.5% |
| CCOC(=O)c1ccc(-c2cccc(-c3cc(=O)oc4cc(OC)cc(OC)c34)c2)cc1 | 1%[39.9 µM] | x | 0% | x | 21% | 11% | 7.3% |
| CCC(=O)Nc1ccc(NC(=O)CSc2nc3cc4c(cc3cc2C)CCC4)cc1 | 2% | -10%[46.1 µM] | 1%[38.3 µM] | 9% | 4% | -4% | -2.3% |
| O=C1/C(=C\c2ccc([N+](=O)[O-])cc2)CCc2ccccc21 | 13µM* | -6% | -1% | -17% | 10% | -5% | -2.2% |
| COCCCNC(=O)c1c(N)n(/N=C/c2ccccn2)c2nc3ccccc3nc12 | -1% | -23%[46.1 µM] | 13%[38.3 µM] | -11% | 4% | u | -0.8% |
| CCCCNC(=S)NNC(=O)c1cccnc1 | 0% | 0%[46.1 µM] | 0% | -16% | 7% | -1% | -2.0% |
| COCCn1c(=O)[nH]c2cc(C(=O)N3CCN(c4ccccc4OC)CC3)ccc2c1=O | 0% | 2%[46.1 µM] | 4%[38.3 µM] | 0% | -4% | -4% | -1.9% |

The listing (from the top)
| compound | Luc counter | NPSR antag | IMPase Li inh | HttQ103 aggreg | CBFb-RUNX1 inh | L3MBTL1 inh | Epigenetic reg |
| --- | --- | --- | --- | --- | --- | --- | --- |
| N/C(=N\OC(=O)Cc1ccc(-c2ccccc2)cc1)c1ccncc1 | -1% | 4% | 15% | -17% | u | 20% | -0.5% |
| CCOC(=O)c1ccc(-c2cccc(-c3cc(=O)oc4cc(OC)cc(OC)c34)c2)cc1 | 1%[39.9 µM] | x | 0% | x | 21% | 11% | 7.3% |
| CCC(=O)Nc1ccc(NC(=O)CSc2nc3cc4c(cc3cc2C)CCC4)cc1 | 2% | -10%[46.1 µM] | 1%[38.3 µM] | 9% | 4% | -4% | -2.3% |
| O=C1/C(=C\c2ccc([N+](=O)[O-])cc2)CCc2ccccc21 | 13µM* | -6% | -1% | -17% | 10% | -5% | -2.2% |
| COCCCNC(=O)c1c(N)n(/N=C/c2ccccn2)c2nc3ccccc3nc12 | -1% | -23%[46.1 µM] | 13%[38.3 µM] | -11% | 4% | u | -0.8% |
| CCCCNC(=S)NNC(=O)c1cccnc1 | 0% | 0%[46.1 µM] | 0% | -16% | 7% | -1% | -2.0% |
| COCCn1c(=O)[nH]c2cc(C(=O)N3CCN(c4ccccc4OC)CC3)ccc2c1=O | 0% | 2%[46.1 µM] | 4%[38.3 µM] | 0% | -4% | -4% | -1.9% |
| COc1ccc(CC2(C)OC(c3ccccc3)=NN2C(C)=O)cc1 (stereo unspecified) | 2% | -1% | -3% | 33% | 0% | 2% | -1.0% |
| COc1ccc(CNC(=O)C2CSC(c3ccc(OC)cc3)N2C(C)=O)cc1 (stereo unspecified) | 4% | -14%[46.1 µM] | u | -4% | -1% | x | -1.0% |
| COC(=O)CNC(c1ccccc1)c1cc(Br)ccc1NS(=O)(=O)c1ccc(C)cc1 (stereo unspecified) | 3% | -23% | 5% | -1% | 1% | -11% | -1.5% |
| O=C(NCCCN1CCCC1)c1cc2c(Cl)nc3ccccc3c2s1 | -1% | -15% | 19% | 19% | 5% | x | -8.7% |
| COc1ccccc1-c1ccc2ncnc(N(C)C)c2c1 | -4% | x | 20% | x | x | x | -0.9% |
| COc1ccc(C(CC(=O)N2CCCCC2)c2c(OC)cc(OC)c3c(-c4ccccc4)cc(=O)oc23)cc1 (stereo unspecified) | x | -45% | x | -3%[9.22 µM] | -24% | x | 1.3% |
| O=C1CC(c2ccccc2Cl)C2=C(COC2=O)N1 (stereo unspecified) | 0% | -7%[46.1 µM] | 5%[38.3 µM] | -13% | -3% | 7% | -2.0% |
| COc1ccc(Cl)cc1NC(=O)C1CC(=O)N(c2ccc(F)cc2)C1 (stereo unspecified) | 1% | -5%[46.1 µM] | 0%[38.3 µM] | -5% | 6% | 7% | -0.8% |
| Cc1ccc(C(=O)N/C(=C/c2cccnc2)C(=O)O)cc1 | -28% | 32% | -4% | 5% | -1% | 7% | -1.8% |
| CC(C)C(C)(C#N)NC(=O)CSc1nc(C2CCCCC2)n(-c2ccccc2)n1 (stereo unspecified) | -1% | -32% | -1% | -28% | 11% | 2% | -1.3% |
| C/C(=N\Nc1cc(C)nc(NCc2ccccc2)n1)c1ccc([N+](=O)[O-])cc1 | x | -2% | x | -5%[9.22 µM] | -9% | -8% | -2.6% |
| CN(C)S(=O)(=O)Nc1cc(Cl)cc(Cl)c1 | 2% | 5% | 5% | 15%[9.22 µM] | 4% | 11% | -0.3% |
| Cc1ccc(S(=O)(=O)NC2CCCCC2)c(C)c1NS(C)(=O)=O | 3% | 12% | -2% | -7% | 1% | 0% | 1.5% |
| O=C(NC1(C(F)(F)F)NC(=O)N(Cc2ccco2)C1=O)c1cccnc1 (stereo unspecified) | -2% | -2%[46.1 µM] | 0% | -17% | 5% | 4% | 0.9% |
| CSCc1ccc(C(=O)Nc2cccc(C)c2C)cc1 | -3% | -14% | 2% | -9% | 0% | -14% | 0.0% |
| COc1ccccc1N/C=C1/Sc2cc(Cl)ccc2NC1=O | 3% | u | 2% | 4% | 7% | -1% | u |
| NC1=CC(=O)c2cccc3cccc1c23 | -6% | -26%[46.1 µM] | 13µM* | u | -17% | -18% | 3.0% |
| COc1ccc(OCCNS(=O)(=O)c2cccc([N+](=O)[O-])c2)cc1 | 3% | -7% | 21% | -15%[9.22 µM] | -14% | u | -1.0% |

Structures listed above printed as active in IMPase Li inh.
canonical_smiles	NPSR antag	IMPase Li inh	HttQ103 aggreg	CBFb-RUNX1 inh	L3MBTL1 inh	Epigenetic reg
NC1=CC(=O)c2cccc3cccc1c23	-26%[46.1 µM]	13µM*	u	-17%	-18%	3.0%

Later entries
| compound | Luc counter | NPSR antag | IMPase Li inh | HttQ103 aggreg | CBFb-RUNX1 inh | L3MBTL1 inh | Epigenetic reg |
| --- | --- | --- | --- | --- | --- | --- | --- |
| Fc1ccc(OCc2nc(-c3ccncc3)n[nH]2)cc1 | -2% | 6% | 5% | -8% | 6% | 7% | 1.1% |
| COc1cc2c(cc1OC)C(C(=O)Nc1cc(OC)c(OC)c(OC)c1)C(c1cccnc1)N(C)C2=O (stereo unspecified) | -8% | 35% | -8% | 2% | 1% | x | 4.7% |
| Cc1cc(C)n(-c2nc3c(c(=O)[nH]c(=O)n3C)n2Cc2cccc(Br)c2)n1 | -3% | -8%[46.1 µM] | -9%[38.3 µM] | 5% | 12% | 41%[activator] | 0.7% |
| COc1ccccc1Nc1nc(NCCO)nc(N)c1[N+](=O)[O-] | x | -6% | x | 13%[9.22 µM] | -1% | x | 0.2% |
| CCOc1ccccc1-n1nnnc1SCC(=O)Nc1cc(C)on1 | -7% | -7%[46.1 µM] | -2%[38.3 µM] | -2% | 2% | -5% | -2.6% |
| O=C(C/C=N\OCc1ccc([N+](=O)[O-])cc1)Nc1ccc(Br)cc1 | -1% | -15% | 3% | 20% | -2% | -5% | 3.5% |
| O=c1cc(N2CCN(c3cccc(Cl)c3)CC2)[nH]c(=O)n1C1CCCCC1 | 0% | 4%[46.1 µM] | -2%[38.3 µM] | u | 3% | 3% | 1.1% |
| Cc1nn(Cc2ccc(F)cc2)c(C)c1NC(=O)c1cnn2c1NC(c1cccs1)CC2C(F)(F)F (stereo unspecified) | -6% | -24%[46.1 µM] | 30%[activator][38.3 µM] | -23% | -2% | x | 1.0% |
| C=CCc1ccc(OCC(O)CN2CCCCC2C)c(OC)c1 (stereo unspecified) | -3% | -9%[46.1 µM] | 6%[38.3 µM] | -3% | 6% | -9% | 4.7% |
| CCCCC1(Cc2ccc(OC)c([N+](=O)[O-])c2)C(=O)N(c2ccccc2)N(c2ccccc2)C1=O | 6% | u | 12% | -1% | 7% | -10% | 0.3% |
| CC(C)OC(=O)CSc1nnc(-c2ccc(Cl)cc2Cl)o1 | -1% | -24%[46.1 µM] | 11%[38.3 µM] | -14% | 9% | x | 1.0% |
| COc1cc(OC)cc(C(=O)O/N=C(\N)c2ccncc2)c1 | -3% | 2% | 1% | 15% | 7% | 6% | -1.0% |
| Cc1cc(CNC(=O)CCc2nnc(CCCCc3ccccc3)o2)nn1C | -3% | 6% | 3% | 10%[9.22 µM] | 2% | 10% | 2.9% |
| C/C(=N\NC(=O)c1c(Cl)c(C)nn1C)c1cccc(NC(=O)COc2ccc(Cl)cc2)c1 | 0% | -21%[46.1 µM] | 17%[38.3 µM] | -9% | 0% | x | 1.2% |
| O=C(/C=C/c1ccccc1)OCCCN=C1NS(=O)(=O)c2ccccc21 | -3% | -7% | 3% | 3%[9.22 µM] | 4% | 9% | -1.9%[10.1 µM] |
| O=C(Cc1ncc(C(F)(F)F)cc1Cl)NC1CC1 | 1% | 5% | 13% | 13% | -8% | 14% | 1.1% |
| Cc1cc(=O)n(-c2ccc(O)cc2)[nH]1 | 3% | -9%[46.1 µM] | -1%[38.3 µM] | u | 7% | -7% | 4.0% |
| CCCNC(=O)CS(=O)(=O)Cc1nc(-c2cccc(OC)c2)oc1C | -3% | -8%[46.1 µM] | 19%[38.3 µM] | -19% | 8% | 2% | 0.1% |
| O=C(Nc1ccccc1)Nc1cccc2nsnc12 | u | -28% | 16% | -16%[9.22 µM] | 0% | 119%[activator] | 3.0% |
| CCn1nnnc1NCc1c(OC)ccc2ccccc12 | -2% | 2% | -1% | 14% | 2% | -3% | -1.5% |
| OC(COc1ccc(Cl)c2ccccc12)CN1CCN(c2ccccn2)CC1 (stereo unspecified) | -4% | 3%[46.1 µM] | 9%[38.3 µM] | -14% | -17% | -13% | -2.2% |

Single entries from the list:
In Luc counter, Cc1cc(C)n(-c2nc3c(c(=O)[nH]c(=O)n3C)n2Cc2cccc(Br)c2)n1 has the entry -3%
In NPSR antag, COc1cc(OC)cc(C(=O)O/N=C(\N)c2ccncc2)c1 has the entry 2%
In Epigenetic reg, C/C(=N\NC(=O)c1c(Cl)c(C)nn1C)c1cccc(NC(=O)COc2ccc(Cl)cc2)c1 has the entry 1.2%
In Epigenetic reg, O=C(Nc1ccccc1)Nc1cccc2nsnc12 has the entry 3.0%

Not all compounds are listed; the hit share may differ from the screen's.
